TNAP inh no acc – inhibitors of human TNAP without phosphate acceptor; 200,000 tested, 0.26% active; purified TNAP, CDP-star luminescence, 30 min; P05186; AID 1012; inhibition, % at 20 µM;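 active = tissue-nonspecific alkaline phosphatase inhibition above about 50% at 20 µM in the single-dose screen, limit read from the data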;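 note: 0% = DMSO negative control and 100% = EDTA positive control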
Target sequence (P05186 whole entry, looked up): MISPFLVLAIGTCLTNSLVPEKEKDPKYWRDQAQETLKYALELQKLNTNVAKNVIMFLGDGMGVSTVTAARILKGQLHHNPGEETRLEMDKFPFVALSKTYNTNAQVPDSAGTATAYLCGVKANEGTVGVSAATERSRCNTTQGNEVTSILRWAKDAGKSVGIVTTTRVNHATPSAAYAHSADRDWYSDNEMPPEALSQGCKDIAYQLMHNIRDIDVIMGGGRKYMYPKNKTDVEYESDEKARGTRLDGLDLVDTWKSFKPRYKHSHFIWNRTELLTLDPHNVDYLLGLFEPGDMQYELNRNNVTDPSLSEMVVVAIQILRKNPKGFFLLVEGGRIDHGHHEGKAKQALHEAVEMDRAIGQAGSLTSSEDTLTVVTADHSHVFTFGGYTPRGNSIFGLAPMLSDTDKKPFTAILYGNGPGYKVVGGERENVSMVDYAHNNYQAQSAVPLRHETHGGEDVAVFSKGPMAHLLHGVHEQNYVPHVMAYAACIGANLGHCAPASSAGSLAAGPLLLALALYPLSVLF
bIAP inhibitor – blocks bovine intestinal alkaline phosphatase activity; 190,000 tested, under 10 active; inhibition, % at 20 µM; purified bovine IAP, CDP-star luminescence, 30 min;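 active = over 50% inhibition of intestinal alkaline phosphatase at 20 µM in the single-dose screen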
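test system = bovine IAP enzyme | medium = DEA buffer 100 mM, pH 9.8, with MgCl2 1.0 mM, ZnCl2 0.02 mM | detection = luminescence | dosing = single compound dose of 20 µM, 2% DMSO final | incubation = 30 min reaction at room temperature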
PMI act satM6P – increases human PMI activity with near-saturating mannose 6-phosphate. P34949. coupled PMI enzyme assay, resazurin fluorescence, 20 min; stronger effect = higher value; 1 = untreated enzyme, 0 = substrate-free blank. activation factor at 20 µM. 190,000 tested, 0.34% active. AID 1216;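 active = activation factor of 2 or more at 20 µM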
Target sequence (P34949 whole entry, looked up): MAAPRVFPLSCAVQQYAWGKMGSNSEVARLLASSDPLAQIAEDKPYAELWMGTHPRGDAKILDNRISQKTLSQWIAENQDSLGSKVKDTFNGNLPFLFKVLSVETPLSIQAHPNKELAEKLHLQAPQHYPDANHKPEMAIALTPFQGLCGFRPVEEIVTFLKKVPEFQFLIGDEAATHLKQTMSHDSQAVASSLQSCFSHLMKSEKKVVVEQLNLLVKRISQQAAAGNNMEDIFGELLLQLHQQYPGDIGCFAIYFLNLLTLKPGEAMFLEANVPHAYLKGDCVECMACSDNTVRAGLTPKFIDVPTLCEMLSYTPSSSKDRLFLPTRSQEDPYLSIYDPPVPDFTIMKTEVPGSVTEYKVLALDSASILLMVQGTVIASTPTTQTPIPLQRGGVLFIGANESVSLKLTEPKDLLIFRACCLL
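Material: human phosphomannose isomerase with PGI, G6PDH, diaphorase coupling enzymes; amount: PMI at 15 ng/mL final; also added: Mannose-6-phosphate 1.0 mM (near-saturating) plus 0.22 mM NADP+; incubation: enzyme reaction with compound 20 min at room temperature; signal: resorufin fluorescence (Ex 544/Em 590 nm) from resazurin via diaphorase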
Diaphorase act – counter-screen for diaphorase-based assays: diaphorase activators and chemical reducers; Diaphorase/resazurin coupled assay, resorufin fluorescence, 16 min; stronger effect = higher value; 1 = vehicle wells, 0 = NADH-free wells; activation factor at 20 µM; AID 1229; 190,000 tested, 0.005% active;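 active = diaphorase activity raised at least twofold by the compound at 20 µM; inactive = activation factor below 2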
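System – purified diaphorase enzyme from Clostridium kluyveri · Input – enzyme 0.07 U/mL final · Also added – final NADH 0.114 mM, resazurin 0.1 mM · Measured by – fluorescence of resorufin, 544 nm excitation, 590 nm emission · Timing – 16 min enzyme reaction, ambient temperature · Measure – resorufin increase flagging diaphorase activators or reducers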
PMI act – increases human mannose-6-phosphate isomerase activity; AID 1214; P34949; 190,000 tested, 0.005% active; activation factor at 20 µM; purified human PMI, coupled resazurin fluorescence, 20 min; stronger effect = higher value; 1 = vehicle control, 0 substrate-free wells;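 active = activation factor of 2 or more at 20 µM, relative to plate controls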
bIAP act – increases bovine intestinal alkaline phosphatase activity | 200,000 tested, 0.17% active | AID 1016 | purified bovine IAP, CDP-star luminescence, 30 min; stronger effect = higher value; fold of DMSO-control signal, blank-subtracted | activation factor at 20 µM;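 active = activation factor of 2 or more at 20 µM, a signal rise over negative controls twice the positive control's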
TNAP act hiacc – TNAP (human) activation, high acceptor | P05186 | purified TNAP, CDP-star luminescence, 1 M DEA, 30 min; stronger effect = higher value; 0 = EDTA background, 1 = DMSO-only activity | activation factor at 20 µM | 200,000 tested, under 10 active;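 active = activation factor at least 2 at 20 µM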
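system = human TNAP | amount = enzyme diluted 1/800 final | reagent = 100 µM CDP-star substrate | signal = luminescent substrate turnover signal | dosing = one dose, 20 µM | benchmarks = EDTA negative control, DMSO positive control | measure = activation factor | timing = 30 min reaction, room temperature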
TNAP inh hiacc – blocks human TNAP under high phosphate acceptor concentration; P05186; 200,000 tested, 0.03% active; purified TNAP, CDP-star luminescence, 1 M DEA; inhibition, % at 20 µM;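 active = over 50% inhibition of tissue-nonspecific alkaline phosphatase at 20 µM in the single-dose screen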;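 note: plate controls were DMSO wells for no effect and EDTA-quenched wells as full inhibition for full effect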
L major viab – inhibitors of Leishmania major promastigote growth; Leishmania major promastigotes, resazurin fluorescence viability; inhibition, % at 10 µM; 200,000 tested, 9% active; in the data active = inhibition above about 50%;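 note: promastigotes grown with compound for 44 hours at 28 °C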
Diaph inh CS – counter-screen for diaphorase-based assays: diaphorase inhibitors and chemical oxidizers. diaphorase resazurin-to-resorufin fluorescence, NADH, 16 min; bacterial (C. kluyveri) enzyme, not human. inhibition, % at 20 µM. 190,000 tested, 0.69% active;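 active = primary screen inhibition at 20 µM above a set limit, cut at about 50% in these data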;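 note: plate controls were DMSO with full reaction for no effect and wells lacking NADH for full effect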
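System: Bacterial diaphorase enzyme (C. kluyveri) | Incubation: 16-min room-temperature incubation before reading | Benchmarks: No-NADH positive control and DMSO neutral control | Measured by: Resorufin fluorescence 544/590 nm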
* marks the source's active call; other numbers are inactive results; x = no result given.

Each structure is followed by: TNAP inh no acc, bIAP inhibitor, PMI act satM6P, Diaphorase act, PMI act, bIAP act, TNAP act hiacc, TNAP inh hiacc, L major viab, Diaph inh CS
CCOc1ccc(NS(=O)(=O)c2ccc(NC(=O)[C@@H]3CCCC[C@@H]3C(=O)O)cc2)cc1
  -19.7, 14.3, 1.1, 0.9, 1.1, 0.9, 1, -2.1, -8.2, 6.1
CCCCn1c(N)c(Sc2ccc(Cl)cc2)c(=O)[nH]c1=O
  -13.3, 13.2, 1.1, 0.9, 1.1, 0.9, 1.1, -6.2, -3.5, 10.1
O=C(CCSCc1ccccc1Cl)N1CCN(c2cccc(Cl)c2)CC1
  -6.8, 1.4, 1, 0.9, 1, 1, 1, 0.2, 68.5*, 5.4
O=C(CSCc1ccc(Cl)cc1)Nc1cc([N+](=O)[O-])ccc1O
  13.4, -0.1, 0.9, 0.8, 0.9, 1, 0.9, 11.6, -3.6, 20.4
O=C(NCc1cccc(Cl)c1)c1ccc2c(c1)OCO2
  5.4, 22.2, 1, 1, 1, 0.8, 1, -0.6, -0.8, 1.3
COC(=O)c1[nH]c2ccc(Cl)cc2c1NC(=O)Oc1ccccc1
  -8.4, 8.3, 0.8, 0.7, 0.9, 0.9, 1, -4.4, -6.3, 30.4
Cc1ccccc1C(=O)NC(CC(C)C)C(=O)OCC(=O)c1c(N)n(C)c(=O)n(C)c1=O (configuration not stated)
  -9.8, -105.4, 1, 1, 1, 2.1*, 1, -2.0, -7.4, 3.9
Cc1ccc(S(=O)(=O)NC(CCc2ccccc2)CC(=O)C(C)(C)C)cc1 (configuration not stated)
  -9.3, 25.1, 0.9, 0.7, 0.9, 0.7, 1, -4.9, 7.8, 28.7
COc1ccc2[nH]c(C(=O)O)c(CCNC(C)=O)c2c1
  -9.5, -3.2, 1, 0.9, 0.9, 1, 1, 0.4, 1.2, 6.0
Cc1ccccc1OCc1nc(-c2cccnc2)no1
  -8.6, 1.3, x, x, x, 1, 1, -4.2, 3.4, x
O=C(NCCc1ccccc1)c1cc(=O)[nH]c2ccccc12
  -5.6, -1.8, 1, 0.9, 1, 1, 1, -2.0, -2.9, 11.9
CC(C)C(=O)Nc1ncc(Cc2ccccc2Cl)s1
  -8.1, 9.9, 1, 0.9, 1, 0.9, 1, -2.2, -2.4, 7.7
N#Cc1ccc(-c2ccccc2)nc1SCC(=O)c1cccc(Cl)c1
  -6.7, 46.4, 1, 0.9, 1, 0.5, 1, 0.1, -6.8, 8.4
COc1cccc(C(=O)NC(Cc2ccccc2)c2ccc3c(c2)OCCCO3)c1 (configuration not stated)
  -15.7, 5.0, 0.9, 0.9, 0.9, 0.9, 1, -3.3, 7.6, 8.6
CN1C(=O)C(O)(c2sc(N)nc2-c2ccccc2)c2ccccc21 (configuration not stated)
  -1.0, 7.8, 0.9, 0.8, 0.8, 0.9, 1, -3.0, 5.9, 21.3
CCOc1ccc(S(=O)(=O)NCCSc2ccccc2)cc1
  8.4, x, 1, 0.8, 1, 0.2, 1.1, -9.2, 4.7, 19.2
COC(=O)C1C(=O)N2CCCSC2=C(C#N)C1c1cccs1 (configuration not stated)
  -8.9, -7.0, 1, 0.9, 0.9, 1.1, 1, -3.0, 7.2, 9.1
O=C(c1ccc(NS(=O)(=O)c2cccc3cccnc23)cc1)N1CCCCC1
  -7.3, 4.8, 1, 0.9, 1, 1, 1, -2.2, 1.8, 11.4
COc1ccc(Cl)cc1NC(=O)CCCN1C(=O)CCC1=O
  -7.9, 2.2, 1, 0.9, 1, 1, 1.1, -5.2, -6.2, 9.7
O=C(O)CCCNS(=O)(=O)c1ccc2c(c1)OCCCO2
  -8.5, 9.5, 1, 0.9, 0.9, 0.9, 1, -4.2, -1.7, 7.7

(list continues)
Each structure is followed by: TNAP inh no acc, bIAP inhibitor, PMI act satM6P, Diaphorase act, PMI act, bIAP act, TNAP act hiacc, TNAP inh hiacc, L major viab, Diaph inh CS
CC(C)CC(=O)Nc1ccc(-c2cn3ccsc3n2)cc1
  -4.8, 18.4, 0.9, 0.9, 0.9, 0.8, 1, -4.3, -0.3, 11.6
CCOc1ccc(C(CC(=O)O)NC(=O)c2ccco2)cc1OC (configuration not stated)
  -5.8, 11.2, 0.8, 0.9, 0.9, 0.9, 1, -2.6, -6.0, 11.5
CC(CN1CCCC1)OC(=O)COc1ccccc1 (configuration not stated)
  -4.7, -2.9, 1, 0.9, 1.1, 1, 1.1, -10.0, -5.5, 12.6
CC(CCc1ccccc1)NC(=O)COC(=O)c1cc(NS(=O)(=O)c2ccc(Cl)c([N+](=O)[O-])c2)ccc1O (configuration not stated)
  -11.3, 8.2, 1, 0.8, 1, 0.9, 1, -1.3, -4.0, 24.7
Cc1onc(-c2ccccc2)c1C(=O)Nc1nc2c(s1)C(=O)CC(C)(C)C2
  -11.7, 6.3, 1, 0.9, 1, 0.9, 1, -4.5, 7.0, 9.8
COc1ccc(C(=O)Oc2c(CN3CCOCC3)cc(Cl)c3cccnc23)cc1
  -7.3, -19.9, 0.8, 0.9, 0.8, 1.2, 1, -3.2, 96.8*, 14.1
O=C(CSc1nnnn1-c1ccccc1)Nc1nsc(-c2ccccc2)n1
  -3.9, 10.2, 0.9, 0.9, 0.9, 0.9, 1, -2.1, 6.0, 10.6
CCc1cccc2c(SC(C)C(=O)NCC3CCCO3)nc(-c3ccccc3)nc12 (configuration not stated)
  -1.4, -3.0, 0.8, 0.8, 0.9, 1, 1, -1.0, 18.6, 20.2
C/C(=N/NC(=O)CCc1ccccc1)c1ccco1
  -2.9, 2.6, 1, 0.9, 1.1, 1, 1, -1.4, 11.8, 5.7
CC(=O)NC1=NN(C(C)=O)C2(S1)C(=O)N(C(C)C)c1ccc(C)cc12 (configuration not stated)
  -14.5, 1.8, 1, 0.9, 1, 1, 1.1, -6.1, -9.1, 6.8
O=C(O)C1Cc2ccccc2CN1S(=O)(=O)/C=C/c1ccccc1 (configuration not stated)
  -4.3, -13.9, 1.3, 0.8, 1.2, 1.1, 1, 0.9, -8.3, 23.0
N#CCC(=N)N1CCN(c2ccccc2Cl)CC1
  -13.3, 10.7, 0.8, 0.9, 0.8, 0.9, 1, 0.9, -9.1, 9.0
CCCc1nc2ccccc2n1C(=S)SC
  -0.5, -10.7, 1.1, 1, 1.1, 1.1, 0.9, 6.0, 17.3, 1.3
Cc1ccc(NC2=NCCC2)cc1Cl
  -6.4, 2.4, 1.1, 1.1, 1.1, 1, 1, -4.7, -3.3, -5.7
CCn1nccc1C(=O)Nc1nc2ccccc2n1CCN1CCCCC1
  -10.3, -24.4, 1, 1, 0.9, 1.2, 1, -4.2, 11.0, 1.7
O=C1CC2C(CC(OC(=O)c3ccc(-c4ccccc4)cc3)C2CO)O1 (configuration not stated)
  -0.9, -7.3, 1, 0.9, 0.9, 1.1, 1, 4.0, -4.8, 10.8
CC(=O)Nc1cc2c(cc1NC(=O)Cn1nc(-c3ccc4c(c3)OCCO4)ccc1=O)OCCO2
  -14.1, -0.6, 0.9, 0.8, 0.9, 1, 1.1, -13.1, -0.9, 15.9
CCOC(=O)/C=c1\s/c(=C\c2c(OCC)ccc3ccccc23)c(=O)n1CC(=O)NCC1CCCO1 (configuration not stated)
  7.8, 20.4, 0.8, 1, 0.9, 0.8, 1, 2.1, 29.2, 0.0
COc1ccc(-c2cn(-c3ccc(OC)cc3)c3[n+]2-c2ccccc2CC3)cc1
  -7.7, 12.3, 1, 0.9, 0.9, 0.9, 1, -1.0, 100.0*, 6.5
O=C(Cc1cccs1)NCCN1CCOCC1
  -15.2, -6.5, 1.1, 1.1, 1, 1.1, 1, -0.1, 50.5*, -6.4

The list goes on.
Each structure is followed by: TNAP inh no acc, bIAP inhibitor, PMI act satM6P, Diaphorase act, PMI act, bIAP act, TNAP act hiacc, TNAP inh hiacc, L major viab, Diaph inh CS
CN1CCN(S(=O)(=O)c2ccc(NC(=O)C3CCCCC3)cc2)CC1
  -13.9, 12.7, 1.1, 0.9, 1, 0.9, 1.1, -5.3, -11.4, 5.9
COc1ccc(C(=O)N/N=C/c2ccc3cccc(O)c3n2)cc1
  -112.6, -24.3, 0.8, 1, 1, 1.2, 0.9, 7.0, 29.3, -2.1
CC1=CC(C)(C)N(C)C(=O)N1c1ccc(Cl)cc1
  -6.0, 3.1, 1, 1.1, 0.9, 1, 1.1, -6.1, -7.8, -7.2
c1ccc2cc(-c3csnn3)ccc2c1
  -4.4, 7.5, 1, 1, 1, 0.9, 1, 0.0, -2.3, 4.8
CCOC(=O)N/N=C/c1ccc(OCCSc2ccc(Cl)cc2)c(OC)c1
  -10.6, 16.0, 0.8, 0.8, 0.9, 0.8, 1.1, -6.0, -2.9, 19.1
Cc1ccn(C(=O)c2cc3ccccc3oc2=O)n1
  0.5, 2.7, 1, 0.9, 1.1, 1, 1.1, -9.2, -3.2, 9.7
CN(CCc1ccccn1)C(=O)CCC1CCCN(C(=O)c2cscn2)C1 (configuration not stated)
  -4.2, -7.9, 1, 0.9, 0.9, 1.1, 1, -2.1, -7.7, 6.7
Nc1cc(Cl)ccc1C(=O)OCC(=O)NC1CCCCC1
  -4.0, 6.5, 1, 1, 1.1, 0.9, 1, -2.5, -4.1, 3.0
O=S(=O)(NCCc1ccccc1F)c1cccc(S(=O)(=O)N2CCOCC2)c1
  -10.0, 2.3, 0.9, 1, 0.9, 1, 1.1, -5.0, 1.1, 4.8
O=C(NCc1ccco1)c1cc(NS(=O)(=O)c2cccc([N+](=O)[O-])c2)ccc1O
  -1.6, -8.2, 1.1, 1, 1.1, 1.1, 1, -1.2, -6.5, 0.0
